Source: PubChem
PG9 binder – binders of HIV-1 gp120 antibody PG9, primary screen, biochemical, TR-FRET. HIV-1 gp120 / PG9 antibody interaction. TR-FRET gp120-PG9 antibody binding. inhibition, % at 6.7 µM. 0.43% of 360,000 active; in the data active = inhibition above about 8.5%
ADAM10 inh – human ADAM10 inhibitors, primary screen, biochemical, QFRET, HTS. inhibition, % at 7 µM. recombinant ADAM10, EDANS/DABCYL FRET peptide cleavage, 3 h. 0.62% of 370,000 active. Disintegrin and metalloproteinase domain-containing protein 10 (Homo sapiens), O14672;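 active = inhibition above a per-campaign cutoff equal to the mean of compounds falling between control-based bounds plus 3 SD, cut at about 20% in these data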;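 note: 0% = DMSO wells while the 100% control is not disclosed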
Target sequence (O14672 214-748 limits assumed): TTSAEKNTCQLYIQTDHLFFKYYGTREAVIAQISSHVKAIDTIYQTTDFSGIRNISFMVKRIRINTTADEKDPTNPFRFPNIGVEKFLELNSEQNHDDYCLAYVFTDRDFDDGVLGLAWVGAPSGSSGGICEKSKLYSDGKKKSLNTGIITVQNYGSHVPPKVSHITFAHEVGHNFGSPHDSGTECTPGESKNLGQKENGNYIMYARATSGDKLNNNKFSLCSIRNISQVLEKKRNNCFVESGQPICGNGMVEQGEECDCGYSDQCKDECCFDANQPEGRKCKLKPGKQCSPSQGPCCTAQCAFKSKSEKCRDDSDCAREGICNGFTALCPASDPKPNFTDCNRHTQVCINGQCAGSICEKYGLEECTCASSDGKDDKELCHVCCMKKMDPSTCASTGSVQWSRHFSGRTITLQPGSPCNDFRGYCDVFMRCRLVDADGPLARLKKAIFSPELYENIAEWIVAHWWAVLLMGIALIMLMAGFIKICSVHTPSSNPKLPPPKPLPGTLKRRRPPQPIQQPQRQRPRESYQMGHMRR
DAX1 inh-1 – DAX1 (NR0B1) inhibitors, primary screen, cell-based, HEK293, Gal4-DAX1, luciferase luminescence | inhibition, % at 6.75 µM | AID 504766, 2011 | 0.99% of 340,000 active | HEK293 Gal4-DAX1 luciferase reporter | Nuclear receptor subfamily 0 group B member 1 (Homo sapiens), P51843;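 active = inhibition above the mean over all tested compounds plus 3 SD, cut at about 4.2% in these data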;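 note: 0% = DAX1-transfected cells with DMSO and 100% = empty-vector control cells with DMSO; inhibition shows as a rise in luminescence from relieved DAX1 repression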
Target sequence (P51843 207-470 limits assumed): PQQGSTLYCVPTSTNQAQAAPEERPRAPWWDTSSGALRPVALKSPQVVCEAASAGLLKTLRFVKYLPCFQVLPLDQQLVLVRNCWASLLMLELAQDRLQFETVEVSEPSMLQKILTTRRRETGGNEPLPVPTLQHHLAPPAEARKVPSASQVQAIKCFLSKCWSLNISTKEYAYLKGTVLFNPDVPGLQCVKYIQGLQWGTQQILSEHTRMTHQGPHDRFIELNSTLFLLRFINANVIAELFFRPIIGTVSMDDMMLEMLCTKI
SMARCA2 act – SMARCA2 (BRM) function activators, primary screen, cell-based, luminescence, high throughput. MG213 cells, MMTV-luciferase reporter, dexamethasone, overnight. 1% of 370,000 active. AID 652017, 2013. activation, % at 9.1 µM; in the data active = activation above about 7.8%;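 note: 0% = vehicle wells and 100% = reference activator wells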
ADAM17 inh – ADAM17 inhibitors, primary screen, biochemical, QFRET; Disintegrin and metalloproteinase domain-containing protein 17 (Homo sapiens), P78536; recombinant ADAM17, EDANS/DABCYL FRET peptide cleavage; inhibition, % at 6.95 µM; 0.83% of 370,000 active; AID 720648, 2013;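 active = inhibition above the mean of compounds lying between control limits plus 3 SD, set per campaign, cut at about 8.5% in these data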;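 note: 0% = DMSO-only wells as the low control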
NPR1 activator – GC-A stimulated cGMP production enhancers – HEK293 GC-A cells, cGMP TR-FRET, EC30 ANP, primary screen. Atrial natriuretic peptide receptor 1 (Homo sapiens), P16066. 0% at EC30 ANP, 100% saturating ANP. activation, % at 10 µM. 0.14% of 370,000 active. AID 1671463, 2021; in the data active = activation above about 40%
ssDAF12 agonist – S. stercoralis DAF-12 nuclear receptor activators, primary screen, cell-based, luminescence, HEK293, GRIP1 co-expression, lit1-tk-luc; AID 652126, 2013; activation, % at 6.8 µM; Nuclear hormone receptor DAF-12 (Strongyloides stercoralis); 1% of 370,000 active; HEK293 ssDAF-12/GRIP1 lit1-tk-luc reporter; % of 3 µM dafachronic acid response;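 active = activation above the mean over all tested compounds plus 3 SD, cut at about 0.9% in these data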;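 note: 0% = DMSO-only wells and 100% = 3 µM delta7-dafachronic acid wells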
hgDAF12 agonist – H. glycines DAF-12 receptor agonists, primary screen, cell-based, luminescence, HEK293, GAL4 fusion, UAS-luciferase | Nuclear hormone receptor DAF-12 (Heterodera glycines), GAL4 fusion | HEK293 GAL4-hgDAF12 UAS-luciferase reporter, agonist luminescence; normalized to butyrate control | activation, % at 6.8 µM | 1.8% of 370,000 active | AID 687014, 2013;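 active = activation above a cutoff set at the mean of all screened compounds plus 3 SD, cut at about 10% in these data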;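 note: 0% = DMSO wells and 100% = sodium butyrate wells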
GAA850 FXN act – FXN promoter activators, primary screen, cell-based, luciferase luminescence, HEK293 lucGAA850; HEK293 lucGAA850 FXN promoter luciferase reporter, 24 h; percent of 10 µM SAHA response; activation, % at 6 µM; 0.56% of 360,000 active; AID 540364, 2011;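 active = activation above the average of all compounds screened plus 3 SD, cutoff fixed separately per campaign, cut at about 7.5% in these data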;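 note: 0% = DMSO wells and 100% = 10 µM SAHA wells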
DAX1 inh-2 – DAX1 (NR0B1) inhibitors on StAR promoter, primary screen, cell-based, luminescence, SF-1 (NR5A1), full-length DAX-1; AID 652010, 2013; HEK293T StAR-luciferase reporter, SF-1/DAX-1 repression relief; 1.1% of 370,000 active; inhibition, % at 6.8 µM;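 active = inhibition above the mean over all tested compounds plus 3 SD, cut at about 3.6% in these data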;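 note: 0% = DAX-1 cells with DMSO and 100% = cells lacking DAX-1 with DMSO; higher inhibition means more luminescence from relief of DAX-1 repression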
hcDAF12 agonist – H. contortus DAF-12 nuclear receptor activators, primary screen, cell-based, luminescence, HEK293, lit1-tk-luc reporter. 1.4% of 370,000 active. AID 652067, 2013. activation, % at 6.8 µM. HEK293 hcDAF-12 lit1-tk-luc reporter; 0% DMSO, 100% Δ7-dafachronic acid;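 active = activation above the mean of all tested compounds plus 3 SD, cut at about 5.5% in these data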;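 note: 100% = response to 3 µM Δ7-dafachronic acid high control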
Starred values were filed as active, the others as inactive; · = not tested or not shown.

SMILES	PG9 binder	ADAM10 inh	DAX1 inh-1	SMARCA2 act	ADAM17 inh	NPR1 activator	ssDAF12 agonist	hgDAF12 agonist	GAA850 FXN act	DAX1 inh-2	hcDAF12 agonist
CCCCSCCCNC(=O)c1ccc(CS(=O)(=O)c2ccccc2OC)o1	-2.9	6	-1.2	1	5	5	-0.6	-3.4	-0.8	-0.5	-0.2
CCC(C)Sc1ccc([C@H]2N[C@@](Cc3ccccc3)(C(=O)OC)[C@H]3C(=O)N(C)C(=O)[C@@H]23)cc1 (stereo partly drawn)	-1.5	13	-0.4	0	3	2	-1.4	-1.8	-3.4	-0.2	-1.5
Cc1cc(C)cc(C(=O)Nc2nc3ccccc3[nH]2)c1	-3.2	11	0.6	3	0	6	-0.7	7.0	2.5	0.5	1.2
COC(=O)c1cn(Cc2cccnc2)c(=O)c2ccccc12	-1.4	-15	-1.4	-5	-9	2	0.9*	-0.7	5.8	-0.2	-1.8
CC(=O)OCC#CCSc1nc2ccccc2n1C	-2.3	1	-0.4	-1	3	4	-0.8	1.7	0.8	0.4	5.1
O=C(CSC1CC(=O)N(c2ccc(C(=O)O)cc2)C1=O)Nc1ccc(Cl)cc1 (stereo not drawn)	0.8	3	6.5*	0	2	5	-1.4	-4.6	1.8	0.0	-1.6
Cc1onc(-c2ccccc2Cl)c1C(=O)OCc1nnc(-c2ccccc2)o1	0.3	-6	-0.1	-2	0	-7	-1.0	-2.5	0.0	-3.0	-1.3
Cc1cccc(NC(=O)c2ccc3c(c2)C(=O)N(c2ccccc2C)C3=O)n1	-0.1	-2	-1.1	-1	-3	3	-0.9	0.2	0.5	1.9	0.9
CCC(=O)Nc1nc2c(c(=O)[nH]1)CCCC2	-0.7	-2	1.3	1	-2	-1	-0.6	0.1	-1.2	-0.5	1.4
CC(C(=O)N1CCOCCOCCOCCOCCOCC1)N1C(=O)c2ccccc2C1=O (stereo not drawn)	-0.7	-1	0.8	0	-4	6	-1.2	1.6	2.7	0.1	-2.4
Cc1cc2c(cc1S(=O)(=O)N(C)C1CCCCC1)OCC(=O)N2	-3.5	-13	-0.6	-3	-5	3	-0.5	-1.8	0.1	-0.9	-1.1
CC1CCN(S(=O)(=O)c2ccc3nc(-c4ccccn4)cc(C(=O)NCCN(C)Cc4ccccc4)c3c2)CC1	-0.1	5	0.0	8.3*	0	2	-0.6	-0.9	0.8	-0.6	-0.5
Cc1ccc(OCC(=O)Oc2ccc(C(C)C)cc2)cc1	-3.7	2	2.4	-4	1	5	-0.8	2.9	0.4	0.5	0.1
COCCC(=O)N1CCC(Oc2ccc(C(=O)N3CCCCC3CCO)cc2)CC1 (stereo not drawn)	0.2	-5	0.7	-2	-2	-2	-1.1	1.3	1.6	1.6	-2.2
COc1cccc(CNC(=O)CCC2CCCN(Cc3cc4ccccc4o3)C2)c1 (stereo not drawn)	-0.1	16	-1.1	-3	0	-5	-1.9	-1.4	2.9	-0.8	-1.4
O=C(CSc1nnc(NC(=O)c2ccccc2F)s1)NCc1ccc(F)cc1	-1.0	2	1.7	2	-2	4	-0.1	6.8	3.3	6.8*	3.7
Cc1ccc(NC(=S)N(CCCN2CCCC2)Cc2cccn2Cc2ccc(Cl)cc2)cc1	1.7	-6	1.2	-2	3	-12	-1.2	-2.5	0.4	0.6	-2.1
CC(=O)c1c(C)[nH]c(C(=O)OCc2ccc(F)cc2Cl)c1C	0.9	2	-1.8	0	1	5	-2.2	-0.4	1.1	-2.1	-2.2
COc1cc2c(cc1OC)C(C(=O)Nc1ccc3c(c1)OCCO3)C1c3ccccc3CCN1C2=O (stereo not drawn)	-1.9	7	0.5	1	-2	1	-0.4	2.1	-1.1	-1.0	0.1
O=C(CSc1nccn1-c1ccc(F)cc1)Nc1ccc2c(c1)OCO2	-1.7	5	1.0	1	1	-2	-1.3	0.5	0.6	0.2	-2.0

4 entries drawn at random from the list so far, as already listed:
SMILES	PG9 binder	ADAM10 inh	DAX1 inh-1	SMARCA2 act	ADAM17 inh	NPR1 activator	ssDAF12 agonist	hgDAF12 agonist	GAA850 FXN act	DAX1 inh-2	hcDAF12 agonist
Cc1ccc(NC(=S)N(CCCN2CCCC2)Cc2cccn2Cc2ccc(Cl)cc2)cc1	1.7	-6	1.2	-2	3	-12	-1.2	-2.5	0.4	0.6	-2.1
CC(=O)c1c(C)[nH]c(C(=O)OCc2ccc(F)cc2Cl)c1C	0.9	2	-1.8	0	1	5	-2.2	-0.4	1.1	-2.1	-2.2
COc1cccc(CNC(=O)CCC2CCCN(Cc3cc4ccccc4o3)C2)c1 (stereo not drawn)	-0.1	16	-1.1	-3	0	-5	-1.9	-1.4	2.9	-0.8	-1.4
Cc1cc2c(cc1S(=O)(=O)N(C)C1CCCCC1)OCC(=O)N2	-3.5	-13	-0.6	-3	-5	3	-0.5	-1.8	0.1	-0.9	-1.1

Later entries:
SMILES	PG9 binder	ADAM10 inh	DAX1 inh-1	SMARCA2 act	ADAM17 inh	NPR1 activator	ssDAF12 agonist	hgDAF12 agonist	GAA850 FXN act	DAX1 inh-2	hcDAF12 agonist
CC(C)(CO)Nc1nc(Nc2ccccc2)nc(Nc2ccccc2)n1	1.2	4	-0.1	-1	-3	0	-1.6	-0.8	3.5	-0.8	-2.8
O=C(Nc1ccc2c(c1)CCCN2C(=O)c1ccco1)c1cc([N+](=O)[O-])ccc1Cl	-2.4	4	-3.3	-3	0	1	-1.2	-7.2	-7.8	-8.8	-2.3
O=C(Nc1ccccc1N1CCOCC1)c1cccnc1Cl	0.9	4	-0.4	4	-2	-1	-0.2	-0.7	1.0	0.8	1.0
O=C(Oc1ccc2c(c1)OCO2)c1ccncc1	2.7	10	-0.8	-2	-6	0	-1.8	0.6	-1.9	-0.1	1.2
CCCCS(=O)(=O)N1CCCc2nc(-c3ccc(F)cc3)ccc21	0.8	-15	·	-2	-5	5	-1.0	2.8	·	0.2	-0.2
CN(C)c1ccc([C@@H]2[C@@H]([N+](=O)[O-])[C@H]3C=Cc4ccccc4N3[C@H]2C(=O)c2ccc(Cl)cc2)cc1	-1.0	6	-0.8	-3	2	-3	-0.3	-2.9	-1.6	-0.6	4.2
O=C(Oc1ccc2c(c1)CCC2)N1CCOCC1	2.4	4	3.1	4	-6	5	-0.9	4.4	2.5	1.5	0.2
CCC1=C(c2ccc(OC)cc2)CCC(C(=O)O)C1C (stereo not drawn)	-0.3	-5	0.1	5	3	0	61*	-0.2	-2.9	-0.1	-0.9
NS(=O)(=O)c1ccc(CCNC(=O)c2cc(-c3ccccn3)nc3ccc(Br)cc23)cc1	17*	-3	-2.1	4	1	1	-0.8	-0.1	-1.9	-0.2	1.4
COc1ccccc1C(=O)N1CCN(C(=O)[C@H](CCc2ccccc2)NC(=O)[C@H]2O[C@@H](n3cnc4c(N)ncnc43)[C@H](O)[C@@H]2O)CC1	-1.1	-6	·	0	-4	4	-1.6	-0.2	·	0.6	1.2
O=C(c1cccs1)N1CCC(c2nc3c(nnn3Cc3c(Cl)cccc3Cl)c(=O)[nH]2)CC1	0.2	4	0.5	-3	4	6	-0.4	-0.1	2.2	-0.3	-0.3
CC(C(=O)NC(=O)NC1CCCCC1)N1CCN(c2ccc(O)cc2)CC1 (stereo not drawn)	3.7	-9	-0.3	-4	-6	-1	-1.5	1.3	3.1	-2.1	-0.9
CC(=O)NC(CCS(C)(=O)=O)C(=O)Nc1c(C)cccc1C (stereo not drawn)	1.1	-8	3.4	1	-4	4	0.7	5.2	-0.4	-0.1	0.5
CN1CCN(c2c([N+](=O)[O-])cnc3ccccc23)CC1	-1.5	2	-1.0	-2	0	3	-0.2	2.6	-0.2	0.4	1.1
COc1cc(OC)cc(C(=O)NNC(=O)CNC(=O)c2cccs2)c1	0.1	6	0.8	-4	9.2*	4	-0.7	0.1	3.3	0.8	3.3
Cc1ccc(Nc2nnc(SCC(=O)Nc3cc(C(=O)O)ccc3C)s2)c(C)c1	-0.2	2	3.3	-3	-2	0	-1.0	-0.3	-1.5	-0.7	-2.3
Cc1cccc(C(=O)N[C@H](C(=O)Nc2nccs2)C(C)C)c1	-1.8	-4	-0.6	-5	-3	-2	-0.4	-1.1	0.7	-0.6	0.0
CCOc1ccc(Cc2nn[nH]n2)cc1	1.3	5	0.4	-1	-5	2	-1.1	-1.2	0.4	-0.1	-1.5
Cc1ccc(OCc2cc(C(=O)N(C)CC3CCOCC3)no2)cc1C	0.0	-13	2.1	2	-5	4	-0.1	8.4	2.2	1.1	0.4
COC(=O)C1=C(C)N(Cc2cccc(C(F)(F)F)c2)C(=NCc2ccc(C(F)(F)F)cc2)NC1c1ccc(C(F)(F)F)cc1 (stereo not drawn)	1.5	10	·	-3	5	-7	-0.8	0.8	·	0.0	-0.4

Next section, starting with the last two of the part before.
SMILES	PG9 binder	ADAM10 inh	DAX1 inh-1	SMARCA2 act	ADAM17 inh	NPR1 activator	ssDAF12 agonist	hgDAF12 agonist	GAA850 FXN act	DAX1 inh-2	hcDAF12 agonist
Cc1ccc(OCc2cc(C(=O)N(C)CC3CCOCC3)no2)cc1C	0.0	-13	2.1	2	-5	4	-0.1	8.4	2.2	1.1	0.4
COC(=O)C1=C(C)N(Cc2cccc(C(F)(F)F)c2)C(=NCc2ccc(C(F)(F)F)cc2)NC1c1ccc(C(F)(F)F)cc1 (stereo not drawn)	1.5	10	·	-3	5	-7	-0.8	0.8	·	0.0	-0.4
CC(C)(C)c1ccc(S(=O)(=O)NC(=O)C2(C)CCN2C(=O)CC2CC2)cc1 (stereo not drawn)	-2.0	-9	·	-2	-6	-4	-1.3	-1.6	-0.8	0.1	-1.6
Cc1ccc2c(c1)-n1c(nc3ccc(C)cc3c1=O)C(Cc1ccc(O)cc1)NC2=O (stereo not drawn)	-1.8	19	·	-1	8	-1	-1.4	1.3	·	0.1	-1.9
CCN(CC)c1ccc(NC(=O)C2CC(=O)N(Cc3ccccc3)C2)cc1 (stereo not drawn)	-2.0	0	-1.5	1	2	2	-1.9	-0.5	-2.0	-1.6	0.8
Cc1ccc(C(=O)CN2C(=O)NC3(CCc4ccccc43)C2=O)c(C)c1 (stereo not drawn)	-0.6	-1	1.2	0	2	4	-0.9	0.4	1.8	-0.3	-0.5
